Bioassay records: PubChem BioAssay, several laboratories
PKA-R1A activ – activates the PKA-R1A holoenzyme complex; P00514+P68181; PKA-R1A dissociation, Cy5-IP20 fluorescence polarization; scaled: DMSO 0%, 113 µM cGMP 100%; activation, % at 11.4 µM; 0.083% of 340,000 active;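 active means percent activation above the mean of all tested compounds plus 3 SD, cut at about 19% in these data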;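 further: higher means more PKAc released from R1A so a rise in polarization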
PKA-R2B act – PKA-R2B complex activation; P22694+P31323; PKA-R2B holoenzyme dissociation, Cy5-IP20 fluorescence polarization; R2B truncated from residue 108, S112A mutant; 0% DMSO only, 100% 113 µM cGMP; activation, % at 11.4 µM; 0.079% of 340,000 active; AID 504700;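 active means activation above a cutoff set at the mean over all compounds plus 3 SD, cut at about 18% in these data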;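 further: higher means more holoenzyme dissociation and a rise in polarization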
DAGLB inh – blocks human DAGLB lipase activity | inhibition, % at 5.17 µM | HEK293T DAGLB membrane lysate, EnzChek fluorogenic substrate | Q8NCG7 | 0.059% of 340,000 active; in the data active means inhibition above about 34%;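 further: 0% = enzyme with vehicle and 100% = wells lacking enzyme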
Target sequence (Q8NCG7 whole entry, looked up): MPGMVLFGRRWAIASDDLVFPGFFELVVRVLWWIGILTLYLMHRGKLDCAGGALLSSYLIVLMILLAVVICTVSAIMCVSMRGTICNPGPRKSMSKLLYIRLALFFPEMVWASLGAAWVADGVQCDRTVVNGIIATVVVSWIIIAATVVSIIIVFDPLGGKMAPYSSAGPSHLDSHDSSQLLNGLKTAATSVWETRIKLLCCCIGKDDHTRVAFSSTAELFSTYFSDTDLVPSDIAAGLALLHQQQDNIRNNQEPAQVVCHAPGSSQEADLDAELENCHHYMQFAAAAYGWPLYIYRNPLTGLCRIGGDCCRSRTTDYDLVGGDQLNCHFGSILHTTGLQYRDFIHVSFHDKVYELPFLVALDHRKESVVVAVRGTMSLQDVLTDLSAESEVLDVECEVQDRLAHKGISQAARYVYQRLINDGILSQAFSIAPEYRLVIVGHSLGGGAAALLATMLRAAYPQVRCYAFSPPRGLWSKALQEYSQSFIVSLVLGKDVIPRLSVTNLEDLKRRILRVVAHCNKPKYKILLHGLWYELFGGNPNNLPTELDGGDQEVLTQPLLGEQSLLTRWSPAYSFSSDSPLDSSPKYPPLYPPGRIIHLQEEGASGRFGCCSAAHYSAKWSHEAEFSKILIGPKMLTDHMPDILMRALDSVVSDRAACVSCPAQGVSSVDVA
MOR-DOR inv ag – inverse agonists of human mu-delta opioid receptor heterodimerization; inhibition, % at 9.3 µM; 0.21% of 340,000 active; AID 504357; P35372+P41143; cell-based MOR-DOR heterodimer luminescence, inverse agonism; in the data active means inhibition above about 22%, passing the limit was not always enough;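 further: 0% = cells with DMSO and 100% = wells without cells with DMSO; values of inactives mirror those of a sister screen read the other way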
Arr AP2 block – blocks beta-arrestin peptide binding to AP2 adaptin; FITC-arrestin peptide / GST-AP2 beads, flow cytometry; AP2 beta2 appendage carries R879A mutation; inhibition, % at 10 µM; 0.31% of 340,000 active; AID 504490;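 active means inhibition above a set limit, near 3 SD of compounds lacking own fluorescence, cut at about 54% in these data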;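 further: plate controls were DMSO wells for no effect and 5 µM unlabelled arrestin peptide for full effect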
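Test system: GST-tagged AP2 beta2-adaptin appendage (R879A) on 4 µm glutathione beads; also added: fluorescein-tagged arrestin peptide at 50 nM final; timing: 12 min plus 1 h, RT; signal: flow cytometry, FL1 (488/535 nm); read-out: percent drop in bead-associated FITC signal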
MOR-DOR ag – agonists of human mu-delta opioid receptor heterodimerization; 0.3% of 340,000 active; AID 504326; P35372+P41143; activation, % at 9.3 µM; cells, OPRM1-OPRD1 heterodimerization, luminescence; in the data active means activation above about 18%;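 further: 0% = vehicle-treated cells and 100% = reference agonist; values of inactives mirror those of a sister screen read the other way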
DSG3 Ab inh – human desmoglein-3 autoantibody binding inhibition; P32926; DSG3-coupled beads, scFv-anti-DSG3-GFP binding, flow cytometry; active compounds read low; binding (percent of control), % at 10 µM; 0.48% of 310,000 active; AID 588358;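 active means binding more than 3 SD below its plate's average and above zero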;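 further: hits lower antibody fragment binding to DSG3; some compounds called inactive have numbers as strong as hits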
HTR5A ag ctr – counter-screen for OPRM1-OPRD1 agonists: human HTR5A agonism. 0.61% of 340,000 active. AID 504692. P47898. HTR5A agonist assay, luminescence, cell-based. activation, % at 9.3 µM; in the data active means activation mostly above about 9.5%, no sharp cut-off; inactive means mostly below about 7.6%;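 further: 0% = cells with vehicle only and 100% = reference agonist; strong numbers were not always called active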
Target sequence (P47898 whole entry, looked up): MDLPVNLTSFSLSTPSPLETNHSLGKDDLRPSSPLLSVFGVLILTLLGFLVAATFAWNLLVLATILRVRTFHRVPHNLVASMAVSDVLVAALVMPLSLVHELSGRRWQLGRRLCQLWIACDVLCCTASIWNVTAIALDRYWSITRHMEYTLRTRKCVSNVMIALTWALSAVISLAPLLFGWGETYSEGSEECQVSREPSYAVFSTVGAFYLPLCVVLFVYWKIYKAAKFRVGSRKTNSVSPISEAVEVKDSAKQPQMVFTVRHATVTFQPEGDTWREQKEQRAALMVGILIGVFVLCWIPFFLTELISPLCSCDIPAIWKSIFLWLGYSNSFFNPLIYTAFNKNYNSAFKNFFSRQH
HTR5A inv ag – HTR5A inverse agonism, opioid heterodimer counter-screen; inhibition, % at 9.3 µM; P47898; HTR5A cell line, luminescence; 0.083% of 340,000 active; in the data active means inhibition mostly above about 23%, no sharp cut-off; inactive means mostly below about 18%;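 further: 0% = cells with DMSO and 100% = no-cell wells with DMSO; some compounds called inactive have numbers as strong as hits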
V-ATPase pH – alters yeast V-ATPase proton transport. response, % at 10 µM. 0.37% of 350,000 active. S. cerevisiae, pHLuorin cytosolic pH fluorescence; in the data active means response mostly above about 7.3%, no sharp cut-off; inactive means mostly below about 5.4%; further: actives read high; inactives centre near 0; some compounds called inactive have numbers as strong as hits; reference of the scale not given here
* hit, by the source's call.

`Nc1nc(-c2ccc3ccccc3c2)cs1` gave PKA-R1A activ 5, PKA-R2B act 3, DAGLB inh 3, MOR-DOR inv ag 0, Arr AP2 block 23, MOR-DOR ag 0.0, DSG3 Ab inh 96, HTR5A ag ctr -3, HTR5A inv ag 21 and V-ATPase pH 1.
`O=C(Nc1ccccc1)N1CCCC2CCCCC21` (stereo unspecified) gave PKA-R1A activ -6, PKA-R2B act 1, DAGLB inh -2, MOR-DOR inv ag 8, Arr AP2 block 7, MOR-DOR ag -1.3, DSG3 Ab inh 102, HTR5A ag ctr 6, HTR5A inv ag -18 and V-ATPase pH -4.
CCOCCCNC(=O)CN1C(=O)CSc2ccc(S(=O)(=O)N3CCOCC3)cc21 was read as PKA-R1A activ -11, PKA-R2B act -10, DAGLB inh 0, MOR-DOR inv ag 5, Arr AP2 block 12, MOR-DOR ag -1.0, DSG3 Ab inh 103, HTR5A ag ctr 5, HTR5A inv ag -6 and V-ATPase pH 2.
COc1ccc(C(=O)N/C(=C/c2cccnc2)C(=O)N2CCN(C)CC2)cc1OC was read as PKA-R1A activ -8, PKA-R2B act -6, DAGLB inh 2, MOR-DOR inv ag 7, Arr AP2 block 5, MOR-DOR ag -1.3, DSG3 Ab inh 105, HTR5A ag ctr 1, HTR5A inv ag -1 and V-ATPase pH -7.
Screening CC(=O)NNS(=O)(=O)c1ccccc1[N+](=O)[O-] returned PKA-R1A activ -2, PKA-R2B act -1, DAGLB inh 3, MOR-DOR inv ag 17, Arr AP2 block 3, MOR-DOR ag -3.3, HTR5A ag ctr -5, HTR5A inv ag 7 and V-ATPase pH -2.
`CC(=O)c1ccc(NC(=O)CCC(=O)OCC(F)(F)C(F)F)cc1` gave PKA-R1A activ -3, PKA-R2B act -6, DAGLB inh 0, MOR-DOR inv ag 11, Arr AP2 block -2, MOR-DOR ag -2.1, DSG3 Ab inh 93, HTR5A ag ctr 0, HTR5A inv ag 0 and V-ATPase pH 3.
`O=C(/C=C/c1ccccc1)OCC(=O)c1c[nH]c2ccccc12` gave PKA-R1A activ -20, PKA-R2B act -1, DAGLB inh -5, MOR-DOR inv ag -1, Arr AP2 block 10, MOR-DOR ag 0.2, HTR5A ag ctr -3, HTR5A inv ag 11 and V-ATPase pH 1.
`O=C(Cn1cc(C(F)(F)F)ccc1=O)NCC1CCCO1` (stereo unspecified) gave PKA-R1A activ 3, PKA-R2B act 2, DAGLB inh -3, MOR-DOR inv ag 10, Arr AP2 block 2, MOR-DOR ag -2.6, DSG3 Ab inh 108, HTR5A ag ctr 0, HTR5A inv ag -4 and V-ATPase pH 2.
For O=C(CSc1ccccn1)N1CCN(C(=O)CSc2ccccn2)CC1 the results were PKA-R1A activ -10, PKA-R2B act -1, DAGLB inh -1, MOR-DOR inv ag 13, Arr AP2 block -38, MOR-DOR ag -2.1, DSG3 Ab inh 96, HTR5A ag ctr 0, HTR5A inv ag 3 and V-ATPase pH 1.
`CC1c2[nH]c3ccccc3c2C[C@H]2C(=O)N(CCCN(C)C)CC(=O)N12` (stereo partly specified) gave PKA-R1A activ -4, PKA-R2B act -3, DAGLB inh -1, MOR-DOR inv ag 14, Arr AP2 block 40, MOR-DOR ag -3.0, DSG3 Ab inh 110, HTR5A ag ctr -4, HTR5A inv ag 15 and V-ATPase pH -5.
For COC(=O)c1ccccc1NC(=O)Cn1cc2c(n1)CCC(C)C2 (stereo unspecified) the results were PKA-R1A activ -7, PKA-R2B act 1, DAGLB inh -4, MOR-DOR inv ag 18, Arr AP2 block 20, MOR-DOR ag -3.6, DSG3 Ab inh 108, HTR5A ag ctr -4, HTR5A inv ag 10 and V-ATPase pH -1.
O=C(c1cc(-c2ccncc2)nc2ccccc12)N1CCN(c2ccccn2)CC1 was read as PKA-R1A activ -10, PKA-R2B act -11, DAGLB inh 0, MOR-DOR inv ag 17, Arr AP2 block 0, MOR-DOR ag -3.0, DSG3 Ab inh 104, HTR5A ag ctr -3, HTR5A inv ag -5 and V-ATPase pH -4.
For O=C(NCCN1CCN(C(=O)c2cccs2)CC1)C(=O)Nc1ccc(Br)cc1 the results were PKA-R1A activ 0, PKA-R2B act -8, DAGLB inh 3, MOR-DOR inv ag -7, Arr AP2 block 8, MOR-DOR ag 1.2, DSG3 Ab inh 97, HTR5A ag ctr 7, HTR5A inv ag 7 and V-ATPase pH 1.
For O=C1CC(c2ccco2)Cc2nc(N3CCN(Cc4ccc5c(c4)OCO5)CC3)ncc21 (stereo unspecified) the results were PKA-R1A activ 6, PKA-R2B act -6, DAGLB inh -14, MOR-DOR inv ag -8, Arr AP2 block 1, MOR-DOR ag 1.8, DSG3 Ab inh 104, HTR5A ag ctr 1, HTR5A inv ag -12 and V-ATPase pH -1.
`O=C(N1CCCC1)C12CC3CC(C1)CC(C(=O)N1CCCC1)(C3)C2` gave PKA-R1A activ -7, PKA-R2B act -1, DAGLB inh -1, MOR-DOR inv ag 2, Arr AP2 block 0, MOR-DOR ag -0.5, DSG3 Ab inh 106, HTR5A ag ctr 4, HTR5A inv ag -29 and V-ATPase pH 1.

Retrieved one by one from the entries so far (2):
For O=C(NCCN1CCN(C(=O)c2cccs2)CC1)C(=O)Nc1ccc(Br)cc1 the results were PKA-R1A activ 0, PKA-R2B act -8, DAGLB inh 3, MOR-DOR inv ag -7, Arr AP2 block 8, MOR-DOR ag 1.2, DSG3 Ab inh 97, HTR5A ag ctr 7, HTR5A inv ag 7 and V-ATPase pH 1.
Screening CC(=O)NNS(=O)(=O)c1ccccc1[N+](=O)[O-] returned PKA-R1A activ -2, PKA-R2B act -1, DAGLB inh 3, MOR-DOR inv ag 17, Arr AP2 block 3, MOR-DOR ag -3.3, HTR5A ag ctr -5, HTR5A inv ag 7 and V-ATPase pH -2.

The results go on.
`CC(C)CNC(=O)COc1ncnc2ccccc12` gave PKA-R1A activ -2, PKA-R2B act 5, DAGLB inh 1, MOR-DOR inv ag -2, Arr AP2 block 0, MOR-DOR ag 0.3, DSG3 Ab inh 78, HTR5A ag ctr -6, HTR5A inv ag 16 and V-ATPase pH -2.
CCOC(=O)CN1C(=O)c2ccccc2Sc2ncccc21 was read as PKA-R1A activ 2, PKA-R2B act 7, DAGLB inh 2, MOR-DOR inv ag 9, Arr AP2 block -7, MOR-DOR ag -1.9, DSG3 Ab inh 101, HTR5A ag ctr -2, HTR5A inv ag 8 and V-ATPase pH -4.
For Cc1c([N+](=O)[O-])cc(C(=O)Oc2cccc(C(=S)N3CCOCC3)c2)cc1[N+](=O)[O-] the results were PKA-R1A activ 0, PKA-R2B act -4, DAGLB inh -3, MOR-DOR inv ag 10, MOR-DOR ag -2.1, DSG3 Ab inh 78, HTR5A ag ctr 0, HTR5A inv ag -10 and V-ATPase pH 0.
CN(C)S(=O)(=O)c1ccc(C(=O)Nc2nc(-c3ccccc3)c(C(=O)c3ccccc3)s2)cc1 was read as PKA-R1A activ -3, PKA-R2B act -6, DAGLB inh -1, MOR-DOR inv ag -7, Arr AP2 block 9, MOR-DOR ag 1.4, DSG3 Ab inh 108, HTR5A ag ctr 8, HTR5A inv ag 8 and V-ATPase pH -3.
For Cc1ccc(C(=O)C(C)OC(=O)c2ccc(Cl)nc2)cc1 (stereo unspecified) the results were PKA-R1A activ -4, PKA-R2B act -4, DAGLB inh -5, MOR-DOR inv ag 5, Arr AP2 block -7, MOR-DOR ag -0.9, DSG3 Ab inh 94, HTR5A ag ctr 8, HTR5A inv ag -22 and V-ATPase pH 2.
`CCOc1ccc(OCC(=O)NCCc2nc3ccccc3[nH]2)cc1` gave PKA-R1A activ -1, PKA-R2B act 1, DAGLB inh 1, MOR-DOR inv ag 14, Arr AP2 block 25, MOR-DOR ag -2.5, DSG3 Ab inh 79, HTR5A ag ctr 1, HTR5A inv ag -4 and V-ATPase pH -1.
COc1ccccc1CNC(=O)Cc1cc(=O)[nH]c(=O)[nH]1 was read as PKA-R1A activ 5, PKA-R2B act 8, DAGLB inh -1, MOR-DOR inv ag 3, Arr AP2 block 7, MOR-DOR ag -0.5, DSG3 Ab inh 80, HTR5A ag ctr 3, HTR5A inv ag 9 and V-ATPase pH 0.
CN(C)CCCNC(=O)c1cc(C(=O)c2ccccc2)c[nH]1 was read as PKA-R1A activ -5, PKA-R2B act -6, DAGLB inh -4, MOR-DOR inv ag 10, Arr AP2 block 28, MOR-DOR ag -2.2, DSG3 Ab inh 97, HTR5A ag ctr 1, HTR5A inv ag -4 and V-ATPase pH -1.
`Cc1ccc(S(=O)(=O)N2CCCCC2)cc1C(=O)NCCc1ccccc1` gave PKA-R1A activ 1, PKA-R2B act -2, DAGLB inh -1, MOR-DOR inv ag 9, Arr AP2 block -1, MOR-DOR ag -1.8, DSG3 Ab inh 99, HTR5A ag ctr -1, HTR5A inv ag 3 and V-ATPase pH -7.
Cc1c(OCC(=O)C(C)(C)C)ccc2c3c(c(=O)oc12)CCCC3 was read as PKA-R1A activ -3, PKA-R2B act -8, DAGLB inh -2, MOR-DOR inv ag -3, Arr AP2 block -4, MOR-DOR ag 0.6, DSG3 Ab inh 100, HTR5A ag ctr -1, HTR5A inv ag 4 and V-ATPase pH -5.
For CCOc1ccc(C(C)C)cc1S(=O)(=O)N1CCOCC1 the results were PKA-R1A activ 2, PKA-R2B act 7, DAGLB inh -2, MOR-DOR inv ag 10, Arr AP2 block 2, MOR-DOR ag -1.3, DSG3 Ab inh 95, HTR5A ag ctr 1, HTR5A inv ag -3 and V-ATPase pH -5.
For COc1ccc(C=O)cc1CN1C(=O)c2ccccc2C1=O the results were PKA-R1A activ -7, PKA-R2B act -3, DAGLB inh -2, MOR-DOR inv ag 19, Arr AP2 block -19, MOR-DOR ag -3.8, DSG3 Ab inh 117, HTR5A ag ctr -3, HTR5A inv ag 11 and V-ATPase pH -1.
Screening Cc1cc(F)ccc1S(=O)(=O)N1CCCOC1CNC(=O)C(=O)NCc1ccco1 (stereo unspecified) returned PKA-R1A activ -4, PKA-R2B act 3, DAGLB inh -1, MOR-DOR inv ag -2, Arr AP2 block -2, MOR-DOR ag 0.5, DSG3 Ab inh 99, HTR5A ag ctr 2, HTR5A inv ag -9 and V-ATPase pH 7.
Screening CCn1c(NC(=O)Nc2ccccc2OC)nc2ccccc21 returned PKA-R1A activ -1, PKA-R2B act 5, DAGLB inh -2, MOR-DOR inv ag 5, Arr AP2 block 2, MOR-DOR ag -0.9, DSG3 Ab inh 110, HTR5A ag ctr -1, HTR5A inv ag -47 and V-ATPase pH 1.
For CCc1ccc(C(=O)COC(=O)CNC(=O)c2cccs2)cc1 the results were PKA-R1A activ 5, PKA-R2B act -7, DAGLB inh 2, MOR-DOR inv ag 5, Arr AP2 block 4, MOR-DOR ag -0.9, DSG3 Ab inh 106, HTR5A ag ctr 2, HTR5A inv ag 0 and V-ATPase pH 2.
For CCCN1Cc2cccc(C(=O)NCCc3ccccc3)c2C1=O the results were PKA-R1A activ -2, PKA-R2B act -5, DAGLB inh -3, MOR-DOR inv ag 16, Arr AP2 block 17, MOR-DOR ag -3.0, DSG3 Ab inh 99, HTR5A ag ctr 4, HTR5A inv ag -14 and V-ATPase pH 1.
